High-throughput results (PubChem BioAssay)
sgs1 mgt1: NCI yeast anticancer drug screen, S. cerevisiae sgs1 mgt1 strain. AID 161, 2004. actives 10% (n = 78,000). growth inhibition, % at 50 µM;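 note: 0% = growth of vehicle-only cultures of the same strain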
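Test agents were incubated with a DNA-repair-mutant yeast strain. Growth was then read and compared against vehicle-treated controls.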
mlh1 rad18: NCI yeast anticancer drug screen, S. cerevisiae mlh1 rad18 strain. growth inhibition, % at 50 µM. actives 11% (n = 79,000). AID 175, 2004;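 note: 0% = growth of vehicle-only cultures of the same strain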
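Test agents were incubated with a yeast strain of defined genotype (DNA damage repair defect). Inhibition of growth was derived by comparison with vehicle-exposed cultures.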
yeast cln2 rad14: NCI yeast anticancer drug screen, S. cerevisiae cln2 rad14 strain | % growth inhibition at 50 µM | actives 8.3% (n = 78,000) | AID 165, 2004;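 note: 0% = growth of vehicle-only cultures of the same strain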
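Growth inhibition, relative to vehicle-treated controls, is the read-out. The test organism is a yeast strain with defined genetic alterations, cln2 rad14.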
yeast rad50: NCI yeast anticancer drug screen, S. cerevisiae rad50 strain; growth inhibition, % at 50 µM; actives 10% (n = 79,000);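 note: 0% = growth of vehicle-only cultures of the same strain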
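Genetically altered yeast (DNA repair pathway); compound treatment; growth inhibition vs vehicle ctrl.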
yeast bub3: NCI yeast anticancer drug screen, S. cerevisiae bub3 mutant strain; actives 9.9% (n = 78,000); AID 167, 2004; growth inhibition, % at 50 µM;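 note: 0% = growth of vehicle-only cultures of the same strain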
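Steps: expose the mutant yeast strain to compound; grow alongside vehicle-treated cultures; measure growth; express inhibition against the vehicle cultures.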
yeast mec2-1: NCI yeast anticancer drug screen, S. cerevisiae mec2-1 strain | % growth inhibition at 50 µM | actives 9% (n = 79,000);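 note: 0% = growth of vehicle-only cultures of the same strain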
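Growth inhibition is read against vehicle-treated controls after compound exposure of the mec2-1 yeast strain, which is defective in DNA damage repair or cell cycle control.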
Starred values were filed as active, the others as inactive; & = joins results of further samples. Cut-off read from the data, not from the text of the source: active = growth inhibition above about 70%; inactive = the rest.

SMILES	sgs1 mgt1	mlh1 rad18	yeast cln2 rad14	yeast rad50	yeast bub3	yeast mec2-1
Cc1cc(-c2ccc(N=Nc3ccc4c(S(=O)(=O)O)cc(S(=O)(=O)O)c(N)c4c3O)c(C)c2)ccc1N=Nc1ccc2c(S(=O)(=O)O)cc(S(=O)(=O)O)c(N)c2c1O	-33.9&-56.4	-11.2&-49.2	-4.9&-147.1	-0.2&-137.1	-26.3&-117.8	-71.1&-40.7
NC(=O)c1nnsc1NC=O	-40.7	-29.8	-0.2	15.2	-26.1	8.0
COc1ccc(C(=O)N/N=C/c2ccccc2OC)cc1	25.4	32.0	-10.6	-3.1	27.9	31.0
CCCCCCCCCCCCNC(=O)C[n+]1cccc(C(=O)N(C)C)c1	91.4*	53.4	24.6	68.3	3.4	58.0
CCOc1ccc(NC(=O)C(=O)NO)cc1	74.0*	79.7*	52.0	83.0*	79.5*	71.8*
CC(=O)OC1CC2CCC1C2 (centres undefined)	-0.4	-7.2	-4.5	3.9	-5.0	1.9
CSc1ncncc1N	4.5	5.7	14.3	5.0	13.2	8.6
CCN(Cc1ccccc1)c1cccc(C)c1	7.8	8.1	1.1	20.3	23.4	23.8
CCOC(=O)C(C=O)(C=O)c1ccccc1	61.0	44.5	43.2	71.5*	-36.4	8.5
C=CCSc1ccc(Cl)cc1[N+](=O)[O-]	6.0	0.3	-8.4	18.8	4.0	-3.4

7 compounds already listed, arranged by number of heavy atoms, rising:
SMILES	sgs1 mgt1	mlh1 rad18	yeast cln2 rad14	yeast rad50	yeast bub3	yeast mec2-1
CSc1ncncc1N	4.5	5.7	14.3	5.0	13.2	8.6
NC(=O)c1nnsc1NC=O	-40.7	-29.8	-0.2	15.2	-26.1	8.0
CCOC(=O)C(C=O)(C=O)c1ccccc1	61.0	44.5	43.2	71.5*	-36.4	8.5
CCN(Cc1ccccc1)c1cccc(C)c1	7.8	8.1	1.1	20.3	23.4	23.8
COc1ccc(C(=O)N/N=C/c2ccccc2OC)cc1	25.4	32.0	-10.6	-3.1	27.9	31.0
CCCCCCCCCCCCNC(=O)C[n+]1cccc(C(=O)N(C)C)c1	91.4*	53.4	24.6	68.3	3.4	58.0
Cc1cc(-c2ccc(N=Nc3ccc4c(S(=O)(=O)O)cc(S(=O)(=O)O)c(N)c4c3O)c(C)c2)ccc1N=Nc1ccc2c(S(=O)(=O)O)cc(S(=O)(=O)O)c(N)c2c1O	-33.9&-56.4	-11.2&-49.2	-4.9&-147.1	-0.2&-137.1	-26.3&-117.8	-71.1&-40.7

(cont.)
SMILES	sgs1 mgt1	mlh1 rad18	yeast cln2 rad14	yeast rad50	yeast bub3	yeast mec2-1
CCC(CO)Nc1nncc2ccccc12 (centres undefined)	1.4	-12.3	-31.5	2.4	-10.6	-3.5
CNC(C(=O)O)C1CCCCC1 (centres undefined)	2.0	14.3	0.3	25.6	-14.9	-17.6
CCOC(=O)C(N=Nc1ccc(C)cc1Br)C(C)=O (centres undefined)	24.9	24.1	15.6	16.2	22.4	13.9
c1cc[n+]2c(c1)CC[n+]1ccccc1CC2	12.3	36.9	5.9	11.3	15.4	13.8
COC(=O)c1ccc(O)cc1C1(Cl)CC1	14.7	10.8	-6.0	-17.9	-25.4	-15.2
O=C1Nc2ccccc2Cn2c1cc1oc(-c3ccccc3)cc12	-14.9	3.5	22.2	-4.2	3.6	-6.4
Cc1ccc(S(=O)(=O)Oc2cc(N)c3c(n2)CCC3)cc1	-23.3&7.8	0.5&-3.5	6.5&-48.2	5.5&-4.7	-0.7&-16.2	-7.8&-13.6
C#CCCOC1CCCCO1 (centres undefined)	-5.2	0.1	-36.5	9.4	-6.2	-14.2
CC1(C)CC(=O)C2C(C1)OC1CC(C)(C)CC(=O)C1C2c1ccc2c(c1)OCO2 (centres undefined)	1.8	14.7	0.8	34.2	-1.9	7.2
CCC1c2c(cc(=O)[nH]c2O)C(=O)N1Cc1ccccc1 (centres undefined)	7.8	-0.1	4.2	12.3	1.1	6.4
COC(=O)N/N=C(\C)CC(=O)Nc1cccc([N+](=O)[O-])c1	-21.8	-20.5	11.8	-1.4	-13.3	-28.0
O=C(NNC(=O)c1ccc(Cl)cc1Cl)c1ccc2ccccc2c1	-14.4	-0.6	6.0	9.4	-0.1	-42.0
CCOC(=O)[C@H]1Nc2ccc(Cl)cc2[C@H]2c3ccccc3O[C@H]21	-23.1	-19.4	8.3	4.8	-19.7	-22.3
CN1C(=O)N/C(=C\c2ccc(S(=O)(=O)N/N=C\C(O)C(O)C(O)C(O)CO)cc2)C1=O (centres undefined)	-4.2&17.9	41.5&15.3	3.8&7.7	7.8&2.6	-1.0&-19.1	22.2&8.3
N#CC(=C1CCCCC1)c1ccccc1	-21.6	-27.1	-5.8	-14.1	-15.9	-21.2
CC(C)C1CCC2C(CCC3C(C)(C(=O)O)CCCC23C)C1 (centres undefined)	-0.8	25.2	21.0	-2.4	-12.8	14.1
O/N=C1\c2ccccc2-c2ccc(Cl)cc21	87.4*	79.0*	41.4	60.5	74.3*	50.5
CCOC(=O)c1ccc(NCc2nc3ccccc3nc2C)cc1	-18.0	-19.2	-29.1	-17.8	1.9	-4.0
O=C(O)c1ccc(Cl)cc1CC(Cl)(Cl)Cl	15.1	17.1	24.5	3.5	21.1	25.5
NNc1ccc(S(=O)(=O)O)cc1Cl	3.0	2.5	4.7	8.3	15.7	-14.4
CCN(CC)CCCn1cnc2ncccc2c1=O	8.8	-3.3	21.0	-12.3	-9.2	-5.7
O=C(Nc1ccc(Cl)cc1)Nc1ccc(Cl)nn1	-10.1	-1.9	-39.8	-29.2	-6.8	7.8
CC(C)CC(C)(C)O	-3.5	-14.1	-1.4	-2.3	-5.0	-4.8
CC(=O)CCCCO	10.8	-18.1	-8.6	-6.8	2.8	-2.5
CC(=O)Nc1ccc(N=NC(C#N)C#N)cc1	4.7	3.8	9.5	4.0	4.0	-0.9
Cc1cccc(NC(=O)c2ccc(Cl)cc2Cl)c1	6.8	22.2	13.6	9.1	21.3	14.1
COC(=O)OC[C@H]1O[C@@H](n2cc(C)c(=O)[nH]c2=O)CC1OC(=O)OC (some centres undefined)	-14.7	-11.7	8.1	-28.1	-11.2	-19.4
C/C(=C/C(=O)Nc1ccc2ccccc2c1)Nc1ccc2ccccc2c1	5.9	-15.1	-8.9	-5.4	10.4	6.7
C[C@]12C[C@H](O)[C@H]3[C@@H](CCC4=CC(=O)CC[C@@]43C)[C@@H]1CC[C@@H]2c1csc(-c2ccccc2)n1	-14.8	39.1	-25.8	31.4	16.1	3.1
CCOC1CSc2ccccc2C(c2ccccc2)=N1 (centres undefined)	0.2	6.8	10.6	9.9	14.7	-1.4
Cc1cc(C)c([I+]c2c(C)cc(C)cc2C)c(C)c1	60.6	71.0*	56.6	57.8	60.0	73.4*
CCNC(=O)C(C(=O)O)c1ccccc1 (centres undefined)	5.2	5.2	-21.1	1.8	-13.9	-5.5
COc1ccc(OC)c(/C=C(/C#N)c2ccccc2)c1	14.2	-9.3	5.7	31.2	-2.1	-10.4
Cc1sc2nc3n(c(=O)c2c1C)N=C(c1ccccc1)CS3	-33.3	-17.2	11.1	-29.4	-31.4	-11.8
CC(C)(C)OC(=O)NC1CCCCC1NC(=O)C(=O)NC1CCCCC1NC(=O)OC(C)(C)C (centres undefined)	-14.8	-30.3	4.2	-17.1	-10.8	-18.7
CC1CC(C)SC(C)S1 (centres undefined)	-10.1	-14.8	-87.4	-30.6	-2.7	-8.0
NC(=O)C(NN=C1c2ccccc2-c2ccccc21)(c1ccccc1)c1ccccc1	28.0	18.7	42.8	41.0	0.1	-0.2
Brc1ccc2[nH]c3nc4ccc5ccccc5c4nc3c2c1	7.2	-3.2	71.0*	-2.4	12.4	20.8
O=C1C(Br)CCCCCCCCCC1Br (centres undefined)	50.0&4.0	36.4&0.9	22.9&-3.1	45.0&-26.2	24.4&-12.3	11.2&-6.4
COC1OC(CO)C(O)C(O)C1O (centres undefined)	-9.9&-4.2&-4.3	-8.2&7.3&0.8	-37.4&-53.9&16.9	-29.2&-5.0&-6.5	-2.2&5.7&-12.3	-23.1&1.6&-5.2
COc1ccc(C2C(C(=O)NCc3ccccc3)=C(C)NC(C)=C2C(=O)NCc2ccccc2)cc1OC	-23.6	16.9	8.4	-1.8	3.4	-4.5
O=[N+]([O-])c1cccc(/C=C/c2ccccn2)c1	5.2&19.9	5.0&8.6	3.2&13.9	15.5&29.4	12.2&6.1	8.6&-16.1
CCN(CC)CCCNc1c2c(nc3c(OC)cccc13)CCCC2	-6.7	-2.5	-41.6	-38.4	6.0	10.7
CCn1c2ccccc2n2c(=O)c(Cl)c(C)c(C#N)c12	16.4	4.2	-16.9	3.5	28.8	2.4
C=C(C)S(=O)(=O)c1ccc(C)cc1	-5.7	11.8	-15.3	11.3	12.0	-16.4
Nc1ncnc2c1ncn2C1OC(CO)C(NC(=O)C(N)Cc2ccccc2)C1O (centres undefined)	-2.8	-9.5	-32.3	7.2	2.1	-4.7
OCC(O)C(OC1OC(CO)C(O)C(O)C1O)c1nn(-c2ccc(Cl)cc2)c2nc3cc(Cl)c(Cl)cc3nc12 (centres undefined)	-29.6	9.7	13.6	2.4	-17.8	-35.2
O=C1CCc2nc(=O)c3c4ccccc4ccc3n21	-5.3	-0.2	-36.5	4.0	-4.0	1.6
NC(=O)CNc1ccc(CC2CCOC2=O)cc1 (centres undefined)	-5.9	-5.7	0.9	-7.5	0.6	-18.9
CC1=C(C(=O)Nc2ccc(Cl)c(Cl)c2)C(c2ccc([N+](=O)[O-])cc2)C(C(=O)Nc2ccc(Cl)c(Cl)c2)=C(C)N1	28.2	31.7	42.7	36.8	27.8	43.2

More compounds follow:
SMILES	sgs1 mgt1	mlh1 rad18	yeast cln2 rad14	yeast rad50	yeast bub3	yeast mec2-1
ClC(c1ccccc1)c1cccc2ccccc12 (centres undefined)	7.7	41.6	21.5	30.6	11.8	-2.5
OC12C=CC(CCCC1)O2 (centres undefined)	-7.4	4.9	3.2	0.3	10.3	-6.7
COC(=O)c1cc2c(c(C(=O)OC)c1O)C(=O)C=CC2=O	80.0*	70.6*	56.3	84.5*	69.8	84.0*
COc1ccc(OC)c(C(C)=O)c1	-94.0	-29.4	1.8	-59.0	-34.2	-66.0
Cc1nc(Nc2cc(Cl)ccc2Cl)c2cnn(C)c2n1	-2.0	14.8	-13.9	1.8	-5.9	-9.6
C[C@]12CCC(=O)C=C1CC[C@@H]1[C@@H]2C(=O)C[C@@]2(C)[C@H]1CC[C@]2(O)C(=O)COS(=O)(=O)O	34.5	23.1	19.9	25.4	4.4	7.5
Cc1cc(N(CCC#N)S(C)(=O)=O)ccc1C=O	-14.8	3.1	-23.5	-2.1	-20.9	-32.1
CCC(=O)N(O)C(C)(C)C	14.7	22.1	7.5	10.8	7.2	0.7
COC(=O)/C=C(/C(=O)OC)c1c(C)c(C)c2c(C)cc(C)cc(C)c1-2	3.8	22.2	17.4	20.7	34.9	14.4
[N-]=[N+]=NC1CC(n2ccc(=O)[nH]c2=O)OC1COC(c1ccccc1)(c1ccccc1)c1ccccc1 (centres undefined)	50.5	50.6	88.9*	41.8	89.8*	89.7*
Cc1ccc(-c2nnc3s/c(=C\c4ccc(N(C)C)cc4)c(=O)n23)cc1	-8.9	-0.4	6.7	3.8	21.9	6.9
CCCCCCCCCCCC(C)Br (centres undefined)	-7.9	-40.8	11.6	-10.2	-41.5	-51.0
c1cc2c3c(c1)ccc1ccc4cccc(c4c13)O2	-24.2	-47.9	-0.7	-26.4	-3.5	-2.4
CC(=O)OC1CC2C(C)(CCC3C2(C)CCC2(C)C4CC(C)(C)CCC4(C)CCC32C)C1C (centres undefined)	-7.5	3.2	2.8	-28.2	-3.2	-18.3
O=C1CC(=O)OCCOCCOCCO1	-9.9	4.2	-10.7	-2.0	26.1	8.6
CCCCCCCN1C(=O)c2ccccc2C1=O	67.8	86.6*	30.6	83.9*	73.8*	53.2
COc1ccc(N=C(c2ccccc2)c2ccc([N+](=O)[O-])cc2)cc1	21.1	19.2	-25.4	14.5	0.9	-2.8
CC1CC(=O)Nc2ncnc(N)c21 (centres undefined)	2.3	-9.0	-4.7	-25.1	5.3	-2.5
CSc1ncc2c(n1)-c1ccccc1OC2N1CCCCC1 (centres undefined)	7.4	38.7	-3.5	9.8	23.4	13.7
CN(C)c1ncnc2cn[nH]c12	0.2	0.6	5.7	3.6	17.4	-5.8
CCCCCCCCCCCCCCCCSS(C)(=O)=O	-0.9	-9.7	-17.8	-1.2	1.1	-0.7
COc1cc(/C=N/N=C(\C)c2ccc3ccccc3c2)cc(OC)c1OC	-10.7	-18.5	-6.3	-5.8	3.4	-11.4
CSc1ncnc2c(C)[nH]nc12	8.4	12.1	-6.0	18.4	7.2	7.2
Cc1c(-[n+]2ccccc2)[nH]c2ccccc12	0.3	-7.2	-0.5	-3.9	11.1	8.1
